Source: PubChem
LMPTP block: blocks human LMPTP phosphatase; P24666; recombinant LMPTP-A, OMFP fluorogenic substrate, fluorescence intensity; inhibition, % at 20 µM; 0.22% of 360,000 active; AID 651560;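 active means compounds that cut the enzyme signal by at least half of the control window in the single-dose screen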;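 further: plate controls were DMSO wells with enzyme plus substrate for no effect and substrate without enzyme for full effect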
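Assay system: LMPTP-A enzyme. Input: 0.625 nM LMPTP-A final. Probe or stimulus: 400 µM OMFP. Compound dosing: single 20 µM dose. Schedule: 50 min dark incubation at room temperature. Detection: fluorescence intensity of OMFP turnover product. Read-out: percent inhibition versus substrate-only and uninhibited controls. Benchmarks: no-enzyme low control, uninhibited high control.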
STEP inh: inhibitors of human striatal-enriched phosphatase STEP; P54829; recombinant STEP, OMFP fluorogenic substrate, fluorescence; inhibition, % at 20 µM; 0.25% of 360,000 active;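 active means inhibition at 20 µM, scaled per plate between control wells, above about 37%, limit read from the data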;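 further: 0% = DMSO with enzyme and substrate and 100% = substrate only without enzyme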
Target sequence (P54829 whole entry, looked up): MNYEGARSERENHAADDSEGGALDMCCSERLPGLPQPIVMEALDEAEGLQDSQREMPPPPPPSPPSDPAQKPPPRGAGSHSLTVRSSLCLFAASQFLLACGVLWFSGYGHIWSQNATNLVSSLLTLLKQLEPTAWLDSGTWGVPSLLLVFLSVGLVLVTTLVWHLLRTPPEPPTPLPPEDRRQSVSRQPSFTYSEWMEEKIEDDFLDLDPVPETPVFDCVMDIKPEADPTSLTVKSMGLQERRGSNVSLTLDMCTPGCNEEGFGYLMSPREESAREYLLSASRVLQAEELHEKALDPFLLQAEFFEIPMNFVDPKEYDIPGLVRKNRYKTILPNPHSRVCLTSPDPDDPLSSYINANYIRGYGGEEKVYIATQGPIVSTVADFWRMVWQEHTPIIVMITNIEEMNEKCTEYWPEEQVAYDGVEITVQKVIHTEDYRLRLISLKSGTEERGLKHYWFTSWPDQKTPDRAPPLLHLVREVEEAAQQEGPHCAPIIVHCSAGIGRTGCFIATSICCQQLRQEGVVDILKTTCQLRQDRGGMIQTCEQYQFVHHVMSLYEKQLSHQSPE
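Material: STEP (striatal-enriched tyrosine phosphatase) enzyme, cell-free | Medium: 50 mM Bis-Tris pH 6.0 with 2.5 mM DTT and 0.005% Tween 20 | Read-out: Percent inhibition scaled to no-enzyme and uninhibited-enzyme controls, plate-pattern corrected | Signal: Fluorescence read at 480 nm ex / 540 nm em | Times: 20 min reaction, room temperature, in the dark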
NadD inh: blocks S. aureus nicotinate mononucleotide adenylyltransferase. purified NadD enzyme, colorimetric absorbance read-out. inhibition, % at 20 µM. 0.78% of 360,000 active; in the data active means inhibition above about 26%; further: some compounds past the cut are filed as inactive
Tb MetRS inh: Trypanosoma brucei MetRS inhibition; purified T. brucei MetRS, ATP depletion, Kinase-Glo luminescence; inhibition, % at 11.9 µM; 0.4% of 360,000 active;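 active means inhibition above a per-plate cutoff of the control wells' mean inhibition plus 3 SD, cut at about 5.5% in these data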;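 further: 0% = DMSO wells median and 100% = median of wells with control inhibitor compound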
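Dosing: 11.9 µM compound single dose, 0.9% DMSO; Assay system: purified T. brucei MetRS enzyme; Measured by: Kinase-Glo luciferase luminescence reporting remaining unconsumed ATP; Schedule: 15 min plus 2 h at 25 °C.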
NRP1-CendR mod: modulators of CendR peptide binding to human neuropilin-1; O14786; FAM-RPARPAR peptide binding to NRP-1, fluorescence polarization; inhibition, % at 25 µM; 0.85% of 360,000 active; AID 602438;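 active means inhibition or corrected inhibition above about 18%, plus a signal ratio from 0.5 to 1.5, limit read from the data, passing the limit was not always enough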; further: strong numbers were not always called active
SKN-1 inh: blocks SKN-1 activity in C. elegans. 0.49% of 360,000 active. AID 624304. C. elegans VP596 Pgst-4::GFP/RFP ratio, acrylamide-induced, 24 h. inhibition, % at 21.8 µM;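 active means interference check ratio from 0.5 to 1.5 plus GFP to RFP signal ratio inhibition reaching or exceeding a fixed threshold, cut at about 30% in these data, passing the limit was not always enough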; further: some compounds called inactive have numbers as strong as hits
SUMO1-SIM PPI: modulators of human SUMO1-mediated protein-protein interactions; P63165; SUMO1 binding to a labelled peptide, TR-FRET, 1 h; inhibition, % at 20 µM; 0.33% of 360,000 active; AID 602429; in the data active means inhibition above about 37%
Target sequence (P63165 whole entry, looked up): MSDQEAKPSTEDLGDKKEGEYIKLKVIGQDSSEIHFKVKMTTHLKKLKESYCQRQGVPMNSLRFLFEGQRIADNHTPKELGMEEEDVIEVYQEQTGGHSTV
Neddylation inh: inhibitors of human cullin neddylation; P61081+Q13564; TR-FRET cullin neddylation, biochemical; calls only at 25 µM; 0.58% of 360,000 active; AID 651699; in the data active means inhibition above about 36%
DNMT1 block: inhibitors of human DNMT1; P26358; DNMT1 molecular beacon, Hinp1I cleavage, fluorescence; inhibition (reported as % activation of signal), % at 10 µM; 0.83% of 360,000 active; in the data active means inhibition above about 50%
Scp-1 inhibitor: blocks human Scp-1 phosphatase activity; 0.88% of 340,000 active; Q9GZU7; Recombinant Scp1, phosphopeptide, malachite green phosphate absorbance; inhibition, % at 20 µM;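 active means inhibition above about 50% at 20 µM, limit read from the data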;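 further: plate controls were DMSO wells with enzyme for no effect and wells lacking enzyme for full effect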
Target sequence (Q9GZU7 76-261 limits assumed): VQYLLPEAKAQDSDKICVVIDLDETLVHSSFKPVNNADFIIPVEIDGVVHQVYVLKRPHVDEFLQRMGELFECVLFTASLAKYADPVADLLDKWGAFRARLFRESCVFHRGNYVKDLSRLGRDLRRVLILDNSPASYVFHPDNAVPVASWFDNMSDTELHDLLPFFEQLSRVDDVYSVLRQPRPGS
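Test system – truncated SCP-1 phosphatase (76-261aa) · Reagent – Phosphorylated 17-residue peptide substrate · Incubation – 45 min room-temperature reaction, 5 min colour, 30 min stabiliser · Detection – colorimetric phosphate reagent with accelerator and stabiliser, absorbance at 630 nm · Measure – % inhibition at 20 µM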
Active calls of the source: *; i = inactive; · = not tested or not shown. Compounds as they come; overall some 4.6% were active at least once.

SMILES | LMPTP block | STEP inh | NadD inh | Tb MetRS inh | NRP1-CendR mod | SKN-1 inh | SUMO1-SIM PPI | Neddylation inh | DNMT1 block | Scp-1 inhibitor
O=C(NCCCn1ccnc1)c1cc(-c2ccncc2)nc2ccccc12 | -1.5 | 1 | -5 | -0.2 | -11 | 12 | -21 | i | -1 | -4
CCOC(=O)N1CCN(Cc2nc(-c3ccccc3)no2)CC1 | -0.5 | 3 | -2 | -0.2 | -8 | -24 | 0 | i | -1 | -6
Cc1cccc(-c2cnc(C(O)c3ccc(F)c(C)c3)[nH]2)c1 (centres undefined) | 3.2 | 2 | 3 | -0.4 | 19 | 3 | -2 | i | -1 | ·
COc1ccc(N(CC(=O)Nc2ccc(F)c(F)c2)S(=O)(=O)c2c(C)n[nH]c2C)cc1 | -0.4 | -1 | -9 | 0.3 | 21 | 9 | -1 | i | -1 | -5
CC(C)C[C@H]1CN([C@@H](CC(C)C)CN2CCC[C@@H]2CN2C(=S)NC[C@@H]2Cc2ccc(O)cc2)C(=S)N1CCc1ccccc1 | 2.9 | 3 | 24 | 0.5 | -6 | 5 | 1 | i | -23 | ·
C=CCNC(=O)c1nn2cccnc2c1Cl | -1.5 | -2 | -2 | -0.5 | 4 | -7 | -6 | i | 4 | 2
NC(=O)C1CC2(C1)CC(C(N)=O)C2 (centres undefined) | -1.6 | 2 | 0 | -0.2 | -7 | -3 | 0 | i | 3 | 3
CCCN1C(=O)CC(C(=O)OC)=C1C | -0.7 | -2 | 1 | -0.9 | -1 | 4 | 1 | i | 4 | 8
COc1ccc(CCNC(=O)CN2C(=O)C3(OCCCO3)c3ccccc32)cc1OC | -0.6 | 2 | -2 | -0.2 | -8 | -23 | 4 | i | -5 | -4
COc1ccc(NC(=O)C2CCCO2)c(OC)c1 (centres undefined) | -2.7 | -4 | -2 | -1.3 | -3 | 7 | -1 | i | -3 | -8
CCCCCCCNC(=O)C1CC(=O)N(C)C(=Nc2ccc(OC)cc2)S1 (centres undefined) | 0.9 | -2 | -6 | 0.3 | -9 | -4 | -3 | i | -3 | -3
C#CC[N+](CC)(CC)CC#Cc1ccccc1 | -2.0 | 0 | -5 | -0.5 | 9 | -10 | -10 | i | 2 | -5
CCCCN(C)CCNC(=O)c1ccc2c(c1)NC(=O)C(N1CCCCC1)S2 (centres undefined) | 0.3 | -3 | -8 | -0.1 | 0 | 2 | 1 | i | 0 | -15
CCOC(=O)[C@]12CCC=C1N(Cc1ccco1)C(=O)[C@H](CC(=O)N1CCN(C(=O)c3ccco3)CC1)C2 | 1.1 | · | 11 | 0.1 | -10 | 2 | 3 | i | · | ·
COc1ccc(CNC(=O)c2cccc3c(-c4cccc(C(N)=O)c4)coc23)cc1OC | -0.6 | 4 | -4 | -0.1 | -10 | 12 | 12 | i | 1 | ·
COc1ccc(CNC(=O)C2CCN(C(=O)c3csc(Nc4ccc(C)cc4)n3)CC2)cc1 | 0.8 | 1 | -3 | 0.7 | 5 | -21 | -1 | i | -6 | -1
O=S(=O)(NCCSc1ccccn1)c1ccc(Cl)cc1 | -1.4 | 1 | -4 | -0.5 | 7 | 6 | -1 | i | -5 | -2
Cc1cc(N2CCN(C(c3ccccc3)c3ccc(Cl)cc3)CC2)n2ncnc2n1 (centres undefined) | 3.1 | 3 | 1 | 0.0 | -14 | -15 | -1 | i | -2 | -3
COc1cc2c(cc1OC)CN(Cc1cc(OC)c(O)c(OC)c1)CC2 | -1.3 | 1 | -11 | -0.3 | -14 | -4 | 3 | i | -4 | -12
COC(=O)c1cc2c(N)c(C(=O)c3ccccc3)sc2nc1C(OC)OC | 0.2 | 4 | -5 | 0.0 | 7 | -16 | -24 | i | 1 | -10
O=C(CSc1nnc(-c2ccc(Br)cc2)o1)N1CCN(C(=O)c2ccco2)CC1 | -0.5 | 0 | -3 | 0.2 | 5 | 2 | 2 | i | 1 | -4
O=C(Nc1nc(-c2ccc(F)cc2)cs1)c1cccnc1 | 0.5 | 1 | -3 | -0.3 | 13 | 8 | 0 | i | 3 | -9
COc1ccc(C(C(=O)NC2CCCCC2)n2c(=O)c(-c3cc4ccccc4[nH]3)nc3ccccc32)cc1 (centres undefined) | 3.0 | · | · | 0.3 | 9 | 20 | -5 | · | · | ·
Cc1ccc(CNC(=O)c2cc3c(C)nc4ccccc4c3o2)cc1 | 1.4 | 3 | -8 | 0.0 | -10 | 11 | 8 | i | 3 | -19
CC(Nc1nc(-c2ccc(F)cc2)cs1)c1nc2cc(Cl)c(Cl)cc2n1CCCO (centres undefined) | 2.4 | 2 | 19 | -0.3 | 3 | 8 | 12 | i | -22 | -3
CCOC(=O)c1ccc(NC(=O)c2ccc(CO)c(C(=O)NC3CCN(C(=O)OCC)CC3)c2)cc1 | -0.1 | 0 | 5 | 0.1 | -34 | 2 | -2 | i | -4 | -8
CCOC(=O)CSc1nc2ccccc2c(=O)n1-c1ccc(C)cn1 | -0.5 | -3 | 2 | 0.3 | 2 | 1 | 1 | i | -1 | -3
CCCN(CC(=O)Nc1ccccc1C)C(=O)CCCNC(=O)c1ccc(Cl)cc1 | -1.0 | -1 | -1 | 0.1 | -5 | 7 | -2 | i | 2 | -10
CNS(=O)(=O)c1cc(N)ccc1C | -0.9 | -3 | -1 | 0.3 | -12 | 4 | -2 | i | -1 | -3
CN(C)S(=O)(=O)NC(=O)C1=C(N2CCCC2)COC1=O | -2.4 | 2 | -3 | -0.4 | -1 | 12 | -5 | i | 0 | -6
Clc1ccccc1Cn1nc(-c2ccccc2)nc1-c1ccccc1 | 2.1 | -2 | 3 | -0.2 | -1 | 7 | 4 | i | -5 | -7
CC(C)Oc1ccc(/C=N/NC(=O)c2nnn(-c3nonc3N)c2CN(C)C2CCCCC2)cc1 | 0.6 | -1 | 11 | -0.2 | 0 | 17 | -1 | i | 4 | 4
O=C(COc1ncnc2ccccc12)NC1CCCC1 | 1.9 | -2 | 0 | -0.7 | -12 | -14 | 2 | i | 2 | 6
CC1CCCC(C)N1C(=O)CN1C(=O)NC2(CCCCCC2)C1=O (centres undefined) | -0.7 | -3 | -7 | -0.1 | -2 | 12 | -1 | i | 2 | ·
O=C(NCCC1=CCCCC1)C(=O)NCc1ccccc1Cl | -0.3 | 0 | -4 | -1.4 | -4 | -22 | -4 | i | 7 | 0
O=C(NCCc1ccc(Cl)cc1)C1CCCN1C(=O)Nc1ccc(F)cc1 (centres undefined) | -1.6 | -2 | 2 | -0.7 | -2 | 9 | 11 | i | 3 | -1
COc1ccc(NC(=O)C2CC(=O)N(C(C)C)C2)cc1 (centres undefined) | 0.2 | 1 | 11 | 1.0 | 5 | 2 | 4 | i | 0 | -6
CCOc1ccccc1N1CCN(S(=O)(=O)c2ccc(Cl)s2)CC1 | 1.6 | 2 | 3 | -0.4 | 8 | 5 | 6 | i | 1 | -1
CC(C)(C)C(=O)NC1=NN(c2c(Cl)cc(Cl)cc2Cl)C(=O)C1 | -0.1 | 1 | 0 | -0.9 | -2 | 4 | 0 | i | 7 | 1
COc1cc(/C=N/Nc2nncc3ccccc23)cc(OC)c1OC | 3.1 | 1 | -8 | -1.2 | 10 | -4 | -11 | i | 1 | -8
COc1ccc(Cc2nc3ccc(C(=O)N(C)CC4COCCO4)cc3o2)cc1 (centres undefined) | 0.4 | -3 | -1 | -0.2 | -30 | 1 | -10 | i | 4 | -4
O=C(COc1ccc2ccccc2c1)NCC(=O)N/N=C/c1ccco1 | 1.4 | 16 | -1 | -0.5 | 10 | 0 | -10 | i | 4 | 10
CCCCOCC1CN(c2ccccc2)C(=O)CS1 (centres undefined) | -1.6 | -3 | -1 | 0.3 | 0 | 1 | 4 | i | 15 | -4
Clc1cccc(N/N=C(\Cc2nc3ccccc3[nH]2)c2ccccc2)c1 | 5.0 | 1 | 8 | 59* | -4 | 10 | -1 | i | -27 | 3
COc1ccc(OCCn2cc(/C=C(\C#N)C(=O)NCc3ccco3)c3ccccc32)cc1 | 2.1 | 2 | 1 | -0.2 | 24 | -3 | 6 | · | 17 | -2
CCN1CCN(S(=O)(=O)c2ccc(Cl)c(C(=O)Nc3nnc(CC(C)C)s3)c2)CC1 | -0.3 | -2 | -1 | -0.5 | 8 | -10 | 3 | i | 0 | 0
NNC(=O)C1COc2cc3ccccc3cc2O1 (centres undefined) | -1.5 | 0 | 11 | -0.2 | -9 | -3 | -2 | i | 0 | -8
Cc1c(C)n2c3c(cccc13)CC2 | 0.6 | 7 | -3 | -0.5 | -9 | -12 | 2 | i | -1 | -6

Compounds above with a furan ring, fused or not, in the order listed:
SMILES | LMPTP block | STEP inh | NadD inh | Tb MetRS inh | NRP1-CendR mod | SKN-1 inh | SUMO1-SIM PPI | Neddylation inh | DNMT1 block | Scp-1 inhibitor
CCOC(=O)[C@]12CCC=C1N(Cc1ccco1)C(=O)[C@H](CC(=O)N1CCN(C(=O)c3ccco3)CC1)C2 | 1.1 | · | 11 | 0.1 | -10 | 2 | 3 | i | · | ·
COc1ccc(CNC(=O)c2cccc3c(-c4cccc(C(N)=O)c4)coc23)cc1OC | -0.6 | 4 | -4 | -0.1 | -10 | 12 | 12 | i | 1 | ·
O=C(CSc1nnc(-c2ccc(Br)cc2)o1)N1CCN(C(=O)c2ccco2)CC1 | -0.5 | 0 | -3 | 0.2 | 5 | 2 | 2 | i | 1 | -4
Cc1ccc(CNC(=O)c2cc3c(C)nc4ccccc4c3o2)cc1 | 1.4 | 3 | -8 | 0.0 | -10 | 11 | 8 | i | 3 | -19
O=C(COc1ccc2ccccc2c1)NCC(=O)N/N=C/c1ccco1 | 1.4 | 16 | -1 | -0.5 | 10 | 0 | -10 | i | 4 | 10
COc1ccc(OCCn2cc(/C=C(\C#N)C(=O)NCc3ccco3)c3ccccc32)cc1 | 2.1 | 2 | 1 | -0.2 | 24 | -3 | 6 | · | 17 | -2
